# Assay outcomes deposited in PubChem by National Center for Advancing Translational Sciences (NCATS).
# GLP1R inv ag = qHTS of GLP-1 Receptor Inverse Agonists (Inhibition Mode); Glucagon-like peptide 1 receptor (Homo sapiens), P43220; HEK293 GLP-1R CRE-luciferase, luminescence, 24 h; GLP-1R form is constitutively active; Potency, µM (top dose mostly 38.3 µM), for inactives: at the highest dose activity change, negative = inhibition, actives largely listed as inhibitors; 410,000 compounds, 1.6% hits; further: potency means the concentration at half of the fitted maximal effect; on the % scale 0 is the no-effect control and ±100 the full control effect; nearly all actives have a fitted effect of over 55% in size
#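 Luminescence readout: a drop in cAMP-driven luciferase signal flags inverse agonism at a constitutively active GLP-1R stably expressed in HEK293. Compound exposure lasted 24 hr at 37 deg C, 5% CO2.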
# PLK1 PBD inh = qHTS for Inhibitors of PLK1-PDB (polo-like kinase 1 - polo-box domain): Primary Screen | 360,000 compounds, 2.8% hits | Serine/threonine-protein kinase PLK1 (Homo sapiens), P53350 | Potency, µM, for the others: max response, negative = inhibition, hits mostly inhibitors | Plk1 PBD binding of FITC phosphopeptide, fluorescence polarization | AID 720504, 2013; further: potency means the concentration at half of the fitted maximal effect; series mostly up to about 57 µM; on the % scale 0 is the no-effect control and ±100 the full control effect; nearly all actives have a fitted effect of over 65% in size
# Target sequence (P53350 whole entry, looked up, the tested form may be a part): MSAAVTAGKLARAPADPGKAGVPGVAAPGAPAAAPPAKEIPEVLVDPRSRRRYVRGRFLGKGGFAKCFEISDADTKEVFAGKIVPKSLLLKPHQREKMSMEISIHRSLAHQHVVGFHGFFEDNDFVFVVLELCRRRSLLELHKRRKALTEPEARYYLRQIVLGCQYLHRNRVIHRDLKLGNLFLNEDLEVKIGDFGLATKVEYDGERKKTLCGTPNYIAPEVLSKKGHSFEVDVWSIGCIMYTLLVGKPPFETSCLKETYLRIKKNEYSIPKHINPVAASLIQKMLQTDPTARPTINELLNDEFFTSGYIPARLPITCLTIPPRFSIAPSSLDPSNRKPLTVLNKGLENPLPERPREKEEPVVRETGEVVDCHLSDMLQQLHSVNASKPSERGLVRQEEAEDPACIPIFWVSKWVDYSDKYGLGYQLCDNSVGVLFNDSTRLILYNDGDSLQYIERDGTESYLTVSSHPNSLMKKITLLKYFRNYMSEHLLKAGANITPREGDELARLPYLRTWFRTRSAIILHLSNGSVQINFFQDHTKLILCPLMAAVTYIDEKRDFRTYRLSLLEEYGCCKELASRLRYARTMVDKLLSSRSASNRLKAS
# WRN inhibitor = qHTS for Inhibitors of WRN Helicase | 360,000 compounds, 0.46% hits | Bifunctional 3'-5' exonuclease/ATP-dependent helicase WRN (Homo sapiens), Q14191 | WRN helicase unwinding, fluorescent forked duplex, kinetic | AID 651768, 2012 | Potency, µM (highest dose often 114 µM), for the others: top-dose activity change, negative = inhibition, most hits filed as inhibitors; further: potency means the concentration at half of the fitted maximal effect; on the % scale 0 is the no-effect control and ±100 the full control effect; nearly all actives have a fitted effect of over 55% in size
#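 Screening of the MLSMR collection measured strand separation of a quenched forked DNA duplex (100 nM) by 20 nM WRN with 2 mM ATP, all final. Compounds were preincubated with enzyme 15 min at room temperature.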
# GLP1R ag = qHTS of GLP-1 Receptor Agonists; Glucagon-like peptide 1 receptor (Homo sapiens), P43220; 380,000 compounds, 0.007% hits; Potency, µM (series often up to 45.6 µM), without a hit: top-dose activation, most hits filed as activators; HEK293 GLP-1R CRE-luciferase, luminescence, 4-6 h; cells express a hypersensitive GLP-1R form; further: potency means the concentration at half of the fitted maximal effect; % of control where 0% means no effect
# DRD3 antagonist = qHTS of D3 Dopamine Receptor Antagonist: qHTS; AID 652054, 2013; D(3) dopamine receptor (Homo sapiens), P35462; max response, negative = inhibition, %; 360,000 compounds, 2.5% hits; D3R cells, DiscoveRx beta-arrestin luminescence, antagonist mode; active compounds read low; in the data active means max response below about -50%; inconclusive means no clear call, values can overlap the other calls; further: on the % scale 0 is the no-effect control and ±100 the full control effect; mostly tested at two doses, the higher about 12 µM
#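 Cells expressing the human receptor were seeded at 1500 cells/well, incubated overnight at 37 degrees C in 5% CO2, then exposed to library compounds with dopamine controls for 90 minutes at 37 degrees C before luminescent detection.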
# PI5P4Ka inh = qHTS for Inhibitors of phosphatidylinositol 5-phosphate 4-kinase (PI5P4K); PI5P4Kalpha enzyme, ADP-Glo luminescence, 60 min; active compounds read low; max response, %; 330,000 compounds, 1.2% hits; active means max response of -50% or lower; inconclusive means between -30% and -50%; inactive means -30% or higher; further: value at the top dose of about 77 µM; on the % scale 0 is the no-effect control and ±100 the full control effect
# Target sequence (P48426 whole entry, looked up): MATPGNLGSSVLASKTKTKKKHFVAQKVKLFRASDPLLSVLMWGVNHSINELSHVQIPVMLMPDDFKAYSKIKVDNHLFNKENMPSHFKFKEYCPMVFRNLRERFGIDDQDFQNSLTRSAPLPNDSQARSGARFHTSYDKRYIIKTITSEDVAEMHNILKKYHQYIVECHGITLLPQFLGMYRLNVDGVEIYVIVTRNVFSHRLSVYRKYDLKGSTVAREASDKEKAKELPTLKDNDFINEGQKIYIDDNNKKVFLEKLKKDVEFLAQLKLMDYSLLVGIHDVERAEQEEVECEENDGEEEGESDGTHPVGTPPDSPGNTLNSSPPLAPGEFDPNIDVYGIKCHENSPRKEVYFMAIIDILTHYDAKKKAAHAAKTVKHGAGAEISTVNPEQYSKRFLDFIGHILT
#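 Single end-point luminescence (ADP-Glo) quantified ADP from PI5P4Kalpha turnover; ATP 5 microM final, 1 h at RT, 0.1% CHAPS and 0.28 mM EGTA in HEPES pH 7.4.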
# IL-2 act = qHTS of IL-2 Activators; 360,000 compounds, 0.065% hits; AID 652025, 2013; IL-2 activation reporter assay, cell-based qHTS; stimulated with anti-CD3/CD4/CD28 beads; in transgenic mouse T cells; activation, % (series mostly up to about 46 µM); in the data active means activation above about 50%; inconclusive means mostly about 30% to 49%; further: 0% is about no effect
#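 Unstimulated transgenic mouse T cells; 60-min compound exposure; bead-based TCR/CD4/CD28 stimulation; 18 h culture, 37 degrees C; dual fluorescence (EGFP, DsRed) plate cytometry.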
# GLP1R cytotox = qHTS of GLP-1 Receptor Inverse Agonists: Cytotox Screen; HEK293 cAMP-luciferase reporter cells, luminescence, 24 h; Potency, µM (doses to about 38.3 µM), inactives show at the top dose activity change, negative = inhibition, most hits filed as inhibitors; 410,000 compounds, 0.13% hits; AID 624418, 2012;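 further: loss of luciferase light is scored as toxicity; potency means the concentration at half of the fitted maximal effect; on the % scale 0 is the no-effect control and ±100 the full control effect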
#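 Cells in DMEM/10% Nu serum/1% pen-strep, 1536-well format. Pre-incubated 12 h, dosed with 23 nL compound, incubated a further 24 h. Luciferase detection, 12 min at room temp, luminescence.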
# D3 ag = qHTS of D3 Dopamine Receptor Agonist: qHTS. D3R DiscoveRx beta-arrestin cells, luminescence, 90 min. 410,000 compounds, 0.58% hits. max activation, %; in the data active means max activation above about 30%; further: 0% is about no effect; mostly tested at two doses, the higher about 12 µM
#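 Agonist mode: compounds and dopamine controls were applied to plated cells for 90 min at 37 degrees C after an overnight attachment at 1500 cells/well. Luminescent read-out followed 30 - 60 minutes at room temperature with DiscoveRx detection reagent.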
# The depositor's hits bear a star; ? = inconclusive; · = not tested or not shown; [ ] = remark or other dose. Unless noted, the call rests on the fitted dose curve; in most records, active means well fitted curve in the direction sought with a large enough effect; inconclusive means small, poorly fitted or top-dose-only effect, or another doubt; inactive means no such curve, though single readings can be large; an effect the other way counts as inactive or inconclusive.
SMILES,GLP1R inv ag,PLK1 PBD inh,WRN inhibitor,GLP1R ag,DRD3 antagonist,PI5P4Ka inh,IL-2 act,GLP1R cytotox,D3 ag
COc1ccccc1NS(=O)(=O)c1cc(C(=O)NCCC(C)C)ccc1F,?,-2%,-7%,0%,-2,11,-0.7,0%,-13
Cc1cc(C)cc(C(=O)NCC(=O)N2CCN(c3cccc(Cl)c3)CC2)c1,?,4%,-7%,1%,9,0,-2.1,-11%,23
O=C1C2CCCN2C(c2cccc(F)c2)N1c1cccc(Cl)c1 (stereo unspecified),-11%,-4%,-2%,8%,-3,2,-3.1,1%,2
Cc1cccc(C)c1NS(=O)(=O)c1ccc2c(c1)C(=O)c1ccccc1C2=O,4%,-16%,2%,-3%,0,1,-1.7,-4%,-4
O=C(COc1ccccc1)OCc1cc2ccccc2[nH]c1=O,-2%,-2%,-10%,1%,3,·,2.5,5%,6
COc1ccc(NC(=O)N2CCN(c3cc(-c4noc(C)n4)ccc3C)CC2)c(OC)c1,4%,·,·,-1%,·,·,·,2%,-8
Cn1nc(C(F)(F)F)c(/C=N/OC(=O)c2ccccc2Cl)c1SCc1ccc(Cl)cc1,0%,3%,-5%,-4%,6,6,-2.2,-12%,-1
Cc1cc(C)cc(OCCCCn2cncn2)c1,2%,-4%,10%,7%,8,-3,0.8,-4%,-2
Cc1nnc(SCC(=O)NC2CCCCC2)s1,-5%,-20%,1%,3%,-6,-21,-4.0,0%,-1
Cc1occc1C(=O)Nc1cccnc1,3%,0%,-1%,-11%,14,0,2.2,0%,0
Cc1ccccc1NC(=O)Nc1ccc2c(c1)OCO2,17%,6%,9%,-1%,-1,-1,-3.1,-7%,-17
O=C(O)CSc1nccc2ccccc12,-2%,-12%,-34%,-3%,-9,-3,-1.0,-5%,1

# Some of the entries so far, with bars between the fields:
smiles | GLP1R inv ag | PLK1 PBD inh | WRN inhibitor | GLP1R ag | DRD3 antagonist | PI5P4Ka inh | IL-2 act | GLP1R cytotox | D3 ag
COc1ccccc1NS(=O)(=O)c1cc(C(=O)NCCC(C)C)ccc1F | ? | -2% | -7% | 0% | -2 | 11 | -0.7 | 0% | -13
Cc1cc(C)cc(C(=O)NCC(=O)N2CCN(c3cccc(Cl)c3)CC2)c1 | ? | 4% | -7% | 1% | 9 | 0 | -2.1 | -11% | 23
O=C1C2CCCN2C(c2cccc(F)c2)N1c1cccc(Cl)c1 (stereo unspecified) | -11% | -4% | -2% | 8% | -3 | 2 | -3.1 | 1% | 2
Cc1cccc(C)c1NS(=O)(=O)c1ccc2c(c1)C(=O)c1ccccc1C2=O | 4% | -16% | 2% | -3% | 0 | 1 | -1.7 | -4% | -4
O=C(COc1ccccc1)OCc1cc2ccccc2[nH]c1=O | -2% | -2% | -10% | 1% | 3 | · | 2.5 | 5% | 6
COc1ccc(NC(=O)N2CCN(c3cc(-c4noc(C)n4)ccc3C)CC2)c(OC)c1 | 4% | · | · | -1% | · | · | · | 2% | -8
Cn1nc(C(F)(F)F)c(/C=N/OC(=O)c2ccccc2Cl)c1SCc1ccc(Cl)cc1 | 0% | 3% | -5% | -4% | 6 | 6 | -2.2 | -12% | -1
Cc1cc(C)cc(OCCCCn2cncn2)c1 | 2% | -4% | 10% | 7% | 8 | -3 | 0.8 | -4% | -2

# Following part:
SMILES,GLP1R inv ag,PLK1 PBD inh,WRN inhibitor,GLP1R ag,DRD3 antagonist,PI5P4Ka inh,IL-2 act,GLP1R cytotox,D3 ag
CCn1c(=S)[nH]c2c(=O)n(C)c(=O)n(C)c21,2%,-16%,50µM*,6%,-12,-69*,-0.3,-10%,7
COc1ccc(S(=O)(=O)N2CC(O)C[C@H]2C(=O)OCC(=O)N2CCCCCC2)cc1 (stereo partly specified),-25%,-9%,-5%,?,8,2,0.0,-10%,10
Cc1ccc(SCC(=O)c2cc(C)c(OC(=S)N(C)C)c(C)c2)cc1,?,-11%,-5%,9%,54,-8,0.0,0%,0
COc1ccc(C(CC(=O)c2ccccc2)CC(=O)c2ccccc2)cc1,?,-13%,-6%,21%,6,3,-0.8,1%,-1
CC1(C)CC(=O)C2=C(C1)Oc1ncn(CCO)c(=N)c1C2c1ccccc1 (stereo unspecified),7%,-3%,2%,-4%,15,2,-0.5,-8%,8
CC12CCC(C(=O)N/N=C/c3ccc(O)cc3)(OC1=O)C2(C)C (stereo unspecified),-7%,-23%,-3%,1%,-17,0,-1.1,10%,0
O=C(CSc1nc(-c2ccccc2)nc2c1CCCC2)c1ccc(F)cc1,6%,·,·,-4%,·,·,·,1%,7
COc1ccc(C2/C(=C(/O)c3ccccc3)C(=O)C(=O)N2c2ccccn2)cc1 (stereo unspecified),19%,1%,1%,-6%,-25,5,1.4,-4%,-6
CC(C)(C)n1nnnc1C(c1ccncc1)N1CCN(c2ccc(O)cc2)CC1 (stereo unspecified),-1%,0%,-15%,-3%,6,·,-0.6,6%,0
FC(F)Oc1ccc(NC(=S)N2CCN(Cc3ccccc3)CC2)cc1,?,-15%,2%,1%,-14,8,0.7,-1%,-9
O=C(c1ccco1)N1CCN(C(=O)c2ccccc2OCc2ccc(Cl)cc2)CC1,6%,-5%,-5%,12%,4,-4,-4.1,7%,3
Cn1cccc1CC(=O)NNC(=S)Nc1ccc(Cl)cc1,3%,-30%,-29%[57.1 µM],1%,-24,-7,-0.5,19%,-6
O=C(NCC(c1cccnc1)N1CCOCC1)C1CCCCC1 (stereo unspecified),0%,-9%,3%,-8%,0,·,-1.5,7%,-5
OC1CCCN(C(=S)NCc2ccccc2)C1 (stereo unspecified),12%,-11%,-3%,0%,-73*,-5,0.4,12%,-2
Cc1cc(C)n(CC2CC(=O)N(c3ccc(Cl)cc3)C2=O)n1 (stereo unspecified),-9%,-6%,3%,7%,10,-1,-2.4,?,1
CCC/C(C#CCCN1C(=O)c2ccccc2C1=O)=C1/c2ccccc2C(=O)N1c1ccccc1,15%,4%,-3%,0%,104,16,-0.6,-5%,3
O=C(O)C(Cc1ccccc1)N1C(=O)C=CC1=O (stereo unspecified),5%,6.7µM*,-24%,-5%,16,-14,-1.1,-1%,3
O=C(CS(=O)(=O)Cc1ccccc1)Nc1ccc(S(=O)(=O)N2CCOCC2)cc1,2%,-8%,-28%[57.1 µM],-16%,1,1,8.2,-17%,-2
CC(C)CSc1ccccc1NC(=O)c1sc2nc(-c3ccncc3)ccc2c1N,5%,·,·,25%,·,·,·,35%[activator],-4
Cn1c(SCc2ccc(F)cc2)nnc1-c1ccncc1,27%,-1%,-6%[57.1 µM],-2%,-23,-7,-1.9,17%,11
CCOc1ccccc1C(=O)N[C@H](C(=O)NNC(=O)c1cccs1)C(C)C,-5%,-6%,-1%,0%,2,3,-0.4,-11%,2
COc1ccccc1NS(=O)(=O)c1ccc(NC(=O)CCNC(=O)c2ccco2)cc1,-20%,-5%,-6%,17%,-22,-2,-2.2,18%,1
COc1ccc(/C=C(\C#N)C(=O)N2COCC2(C)C)cc1,-8%,-9%,-5%,-5%,4,7,0.4,-1%,-1
O=C(CN1CCN(Cc2ccccc2Cl)C1=O)NCC1CCCO1 (stereo unspecified),-1%,-5%,-4%,-2%,0,-2,-3.2,-1%,0
Cc1ccc(-c2nnc(NC(=O)c3ccc([N+](=O)[O-])o3)o2)c(C)c1,12%,-9%,-14%,-6%,-12,-27,-3.6,12%,-12
O=c1cc[nH]c2ccc([N+](=O)[O-])cc12,-1%[7.66 µM],4%,-4%,-1%,-17,-7,3.4,-9%[7.66 µM],-2
COc1ccc(Cn2c(C)nc3c(c2=O)c2nc4ccccc4nc2n3Cc2ccco2)cc1,61%[activator],7.5µM*,8.4µM*,-2%,6,-59*,-3.1,-3%,5
C=CCN1C(=O)N(/C=C/C)c2cccc3cccc1c23,53%[activator],-4%,-3%,?,11,·,-1.0,9%,-3
CCCCCCCCOC(=O)c1nc(Cl)c(Cl)c(N)c1Cl,?,-1%,-10%,6%,17,31,-6.1,-20%,2
CC(C)N1CCC(=NNc2ccc(S(=O)(=O)N3CCOCC3)cc2[N+](=O)[O-])CC1,-6%,-7%,-4%,5%,-18,3,0.3,-23%,-9
CCn1c(=O)n(CC)c2cc(N3CCCC3)c(NC(=O)c3cc(Cl)ccc3OC)cc21,11%,-10%,-8%,-2%,25,8,-2.7,0%,2
CN(C)C(=O)c1ccc2c3c(cccc13)CC2,3%,-19%,-32%[57.1 µM],4%,-12,1,-1.5,12%,-5
O=C(CSCc1cccc(F)c1)N1CCN(c2ccccc2)CC1,-8%,-4%,-3%,-3%,11,·,-0.8,-4%,6
CCOc1ccc(N(CC(=O)NC2CCCC2)C(=O)c2ccc(C)s2)cc1,?,-3%,4%,2%,-2,1,-0.8,-4%,19
CCn1ncc(Br)c1C(=O)Nc1cc(C(=O)OC)ccc1C(=O)OC,8%,-6%,-2%,1%,0,3,0.1,4%,-5
CC(C)(C)NC(=O)NC(=O)CSc1nnc2ccccn12,5%,-2%,10%,-2%,12,11,-0.6,-6%,6
Cc1c(S(=O)(=O)N2CCN(c3ccccc3)CC2)c(=O)n(C)c(=O)n1C,18%,-14%,-3%,4%,-18,1,-0.5,15%,4
